OPRM1-OPRD1 inv = inverse agonists of MOR-DOR heterodimerization, primary screen, cell-based, luminescence. Mu-type opioid receptor (Homo sapiens) + Delta-type opioid receptor (Homo sapiens), …. AID 504357, 2011. hit rate 0.21% among 340,000. inhibition, % at 9.3 µM. cell-based MOR-DOR heterodimer luminescence, inverse agonism; in the data active = inhibition above about 22%, passing the limit was not always enough;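 also: 0% = cells with DMSO and 100% = wells without cells with DMSO; values of inactives mirror those of a sister screen read the other way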
Target sequence (P35372 whole entry, looked up): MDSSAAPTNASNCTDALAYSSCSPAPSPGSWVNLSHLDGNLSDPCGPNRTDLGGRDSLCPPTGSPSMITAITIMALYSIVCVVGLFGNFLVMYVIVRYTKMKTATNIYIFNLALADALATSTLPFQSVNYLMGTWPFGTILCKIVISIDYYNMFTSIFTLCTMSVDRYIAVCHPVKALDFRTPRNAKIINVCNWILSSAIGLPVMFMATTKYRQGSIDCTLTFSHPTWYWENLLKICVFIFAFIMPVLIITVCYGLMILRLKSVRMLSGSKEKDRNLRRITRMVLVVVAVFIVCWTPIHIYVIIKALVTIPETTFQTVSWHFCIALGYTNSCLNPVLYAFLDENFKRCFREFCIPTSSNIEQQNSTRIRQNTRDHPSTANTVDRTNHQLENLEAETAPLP
Target sequence (P41143 whole entry, looked up): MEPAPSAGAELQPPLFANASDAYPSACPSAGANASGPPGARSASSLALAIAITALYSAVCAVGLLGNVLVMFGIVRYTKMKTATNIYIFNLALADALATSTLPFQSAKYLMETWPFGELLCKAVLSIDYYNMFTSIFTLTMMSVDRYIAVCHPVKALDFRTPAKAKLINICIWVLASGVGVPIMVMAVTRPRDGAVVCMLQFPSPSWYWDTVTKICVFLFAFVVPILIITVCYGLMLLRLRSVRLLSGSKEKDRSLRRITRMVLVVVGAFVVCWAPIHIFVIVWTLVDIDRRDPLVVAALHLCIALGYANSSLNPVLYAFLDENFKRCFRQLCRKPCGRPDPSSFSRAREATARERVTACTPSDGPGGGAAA
HTR5A ag = HTR5A agonists in luminescence cell assay, primary screen, counter-screen for OPRM1-OPRD1 heterodimer agonist project, full-deck HTS | 5-hydroxytryptamine receptor 5A (Homo sapiens), P47898 | cell-based | activation, % at 9.3 µM | hit rate 0.61% among 340,000 | AID 504692, 2011; in the data active = activation mostly above about 9.5%, no sharp cut-off; inactive = mostly below about 7.6%;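 also: 0% = cells with vehicle only and 100% = reference agonist; strong numbers were not always called active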
cardiac RTF act = cardiac RTF calcium sensitivity activators, primary screen, biochemical, IANBD-TnC fluorescence, EC20 calcium | Troponin I, cardiac muscle (Homo sapiens) + Troponin T, cardiac muscle (Homo sapiens) + … | IANBD-labeled TnC RTF fluorescence at EC20 calcium; 0% EC20 calcium, 100% full calcium | activation, % at 7.2 µM | hit rate 0.24% among 340,000 | AID 493008, 2010;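 active = activation above the mean over all tested compounds plus 3 SD, cut at about 30% in these data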;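 also: rise in fluorescence read as greater calcium sensitivity of cardiac thin filaments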
HTR5A inv ctr = HTR5A inverse agonists in luminescence cell assay, primary screen, counter-screen for OPRM1-OPRD1 heterodimer inverse agonist project, full-deck HTS | hit rate 0.083% among 340,000 | HTR5A cell line, inverse agonism | 5-hydroxytryptamine receptor 5A (Homo sapiens), P47898 | inhibition, % at 9.3 µM; in the data active = inhibition mostly above about 23%, no sharp cut-off; inactive = mostly below about 18%;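 also: 0% = cells with DMSO and 100% = no-cell wells with DMSO; some compounds called inactive have numbers as strong as hits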
CAL PDZ FP = untagged CAL PDZ binding inhibitors, primary screen, biochemical, fluorescence polarization, HTS; Golgi-associated PDZ and coiled-coil motif-containing protein (Homo sapiens), Q9HD26; purified CAL PDZ, TMR-peptide fluorescence polarization, 1 h; inhibition, % at 24.9 µM; hit rate 0.92% among 300,000;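 active = mean inhibition of at least 30% with at least half of replicates also reaching 30%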;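 also: 0% = DMSO neutral control and 100% = excess unlabeled competitor peptide PRC23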
RTF Ca sens inh = cardiac RTF calcium sensitivity inhibitors, primary screen, biochemical, IANBD-TnC fluorescence, EC70 calcium. IANBD-labeled cardiac RTF, Ca2+ fluorescence. Troponin I, cardiac muscle (Homo sapiens) + Troponin T, cardiac muscle (Homo sapiens) + …. AID 493244, 2011. hit rate 0.12% among 340,000. inhibition, % at 7.15 µM;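 active = inhibition above the mean inhibition of all tested compounds plus 3 SD, cut at about 17% in these data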;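 also: assay run at fixed EC70 calcium of 1.6 mM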
V-ATPase pHluor = regulators of yeast V-ATPase proton pumping, primary screen, pHLuorin cytosolic pH fluorescence | S. cerevisiae | response, % at 10 µM | hit rate 0.37% among 350,000; in the data active = response mostly above about 7.3%, no sharp cut-off; inactive = mostly below about 5.4%; also: actives read high; inactives centre near 0; some compounds called inactive have numbers as strong as hits; reference of the scale not given here
C-LANA FP = inhibitors of KSHV C-LANA binding to DNA, primary screen, biochemical, fluorescence polarization, FAM-LBS DNA, MBP-C-LANA, single point; Kaposi's sarcoma herpesvirus LANA C-terminal domain (residues 932-1162) DNA binding; AID 504423, 2011; hit rate 0.078% among 340,000; inhibition, % at 9 µM;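 active = highest replicate inhibition at or above 60% at 9 µM, even if other replicates fall short; inactive = all replicates below 60% inhibition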;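 also: 0% = neutral control wells and 100% = 4 µM acridine orange control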
MOR-DOR ag = agonists of OPRM1-OPRD1 heterodimerization, primary screen, cell-based, luminescence | cells | hit rate 0.3% among 340,000 | activation, % at 9.3 µM; in the data active = activation above about 18%;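 also: 0% = vehicle-treated cells and 100% = reference agonist; values of inactives mirror those of a sister screen read the other way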
Keap1 Nrf2 FP = Keap1-Nrf2 protein-protein interaction inhibitors, primary screen, biochemical, fluorescence polarization, single point. Keap1 Kelch-Nrf2 peptide fluorescence polarization, 1536-well. inhibition, % at 9.4 µM. hit rate 0.15% among 340,000. AID 504523, 2011; in the data active = inhibition above about 12%;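 also: human Keap1 Kelch domain with fluorescein labeled Nrf2 9mer peptide probe; 0% = neutral control wells and 100% = peptide positive control; higher means more block of Keap1 binding to Nrf2 peptide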
The depositor's hits bear a star.

Screening COc1cc(C(=O)NCC(c2ccco2)N2CCc3ccccc3C2)cc(OC)c1OC (configuration not stated) returned OPRM1-OPRD1 inv 8, HTR5A ag 1, cardiac RTF act -6, HTR5A inv ctr -4, CAL PDZ FP -1, RTF Ca sens inh 3, V-ATPase pHluor 3, C-LANA FP -0.2, MOR-DOR ag -1.2 and Keap1 Nrf2 FP -2.
Screening Cc1ccnc(NC(=O)c2ccc(Cl)s2)c1 returned OPRM1-OPRD1 inv 8, HTR5A ag 0, cardiac RTF act -1, HTR5A inv ctr 1, CAL PDZ FP -1, RTF Ca sens inh -10, V-ATPase pHluor -2, C-LANA FP -1.5, MOR-DOR ag -1.5 and Keap1 Nrf2 FP -4.
Screening O=C(Nc1cccc([N+](=O)[O-])c1)Nc1ccc2c(c1)CCC2 returned OPRM1-OPRD1 inv -21, HTR5A ag 5, cardiac RTF act -1, HTR5A inv ctr -8, CAL PDZ FP -3, RTF Ca sens inh -3, V-ATPase pHluor 6, C-LANA FP 0.5, MOR-DOR ag 3.9 and Keap1 Nrf2 FP 3.
O=C(NCc1cccnc1)c1cc(-c2cccs2)on1 was read as OPRM1-OPRD1 inv -1, HTR5A ag -3, cardiac RTF act -7, HTR5A inv ctr -4, CAL PDZ FP -6, RTF Ca sens inh 2, V-ATPase pHluor -2, C-LANA FP -1.2, MOR-DOR ag 0.2 and Keap1 Nrf2 FP 0.
For O=C(Cn1c(CCCO)nc2ccccc21)Nc1ccccc1-c1ccccc1 the results were cardiac RTF act -3, CAL PDZ FP -2, RTF Ca sens inh -17, V-ATPase pHluor 2, C-LANA FP 27 and Keap1 Nrf2 FP 1.
For Cc1cc(C(=O)CN2C(=O)CN(C)C2=O)c(C)n1-c1cccc(S(=O)(=O)N2CCOCC2)c1 the results were OPRM1-OPRD1 inv 3, HTR5A ag 3, cardiac RTF act 1, HTR5A inv ctr -17, CAL PDZ FP -8, RTF Ca sens inh 5, V-ATPase pHluor 0, C-LANA FP -2.2, MOR-DOR ag -0.6 and Keap1 Nrf2 FP -6.
Screening COCCCNC(=S)N1CCC(NC(=O)Nc2ccc(C)cc2)CC1 returned OPRM1-OPRD1 inv 5, HTR5A ag -1, cardiac RTF act 1, HTR5A inv ctr 4, CAL PDZ FP -3, RTF Ca sens inh -4, V-ATPase pHluor 0, C-LANA FP -0.5, MOR-DOR ag -0.8 and Keap1 Nrf2 FP -1.
CCc1ccc(NC(=O)COC(=O)Cn2cnc3ccccc32)cc1 was read as OPRM1-OPRD1 inv 13, HTR5A ag -8, cardiac RTF act 4, HTR5A inv ctr 20, CAL PDZ FP 0, RTF Ca sens inh -26, V-ATPase pHluor 9, C-LANA FP 1.9, MOR-DOR ag -2.5 and Keap1 Nrf2 FP -5.
`CC(C)(Oc1ccc(Cl)cc1)C(=O)NCc1ccc(S(N)(=O)=O)cc1` gave OPRM1-OPRD1 inv 2, HTR5A ag 1, cardiac RTF act 2, HTR5A inv ctr -2, CAL PDZ FP 77*, RTF Ca sens inh -4, V-ATPase pHluor -3, C-LANA FP -0.1, MOR-DOR ag -0.4 and Keap1 Nrf2 FP -4.
For CC1(C)C(Cl)C(=O)C(C(=O)c2ccccc2)C(=O)C1Cl (configuration not stated) the results were OPRM1-OPRD1 inv 9, HTR5A ag 11, cardiac RTF act -3, HTR5A inv ctr -29, CAL PDZ FP 0, RTF Ca sens inh -8, V-ATPase pHluor -7, C-LANA FP 0.4, MOR-DOR ag -1.7 and Keap1 Nrf2 FP 4.
CC(C)NC(=O)CC(=O)N/N=C/c1ccc(Br)cc1 was read as OPRM1-OPRD1 inv -3, HTR5A ag 5, cardiac RTF act 5, HTR5A inv ctr -13, CAL PDZ FP -4, RTF Ca sens inh -25, V-ATPase pHluor 8, C-LANA FP 1.5, MOR-DOR ag 0.4 and Keap1 Nrf2 FP -1.
For O=C1C=C(/C=C/C2C=CC=CC2)C[C@@H](c2ccc(Cl)cc2)C1 (some centres not stated) the results were OPRM1-OPRD1 inv 8, HTR5A ag 1, cardiac RTF act -4, HTR5A inv ctr -19, CAL PDZ FP -1, RTF Ca sens inh -17, V-ATPase pHluor -3, C-LANA FP 0.6, MOR-DOR ag -1.4 and Keap1 Nrf2 FP 1.
For O=C(O)c1c2c(nc3ccccc13)/C(=C/c1ccccc1[N+](=O)[O-])CCC2 the results were OPRM1-OPRD1 inv 9, HTR5A ag 3, cardiac RTF act -3, HTR5A inv ctr -20, CAL PDZ FP -3, RTF Ca sens inh 0, V-ATPase pHluor -1, C-LANA FP 1.8, MOR-DOR ag -1.5 and Keap1 Nrf2 FP 3.
Screening O=C(O)c1cccc(OS(=O)(=O)c2cc(Br)ccc2Br)c1 returned OPRM1-OPRD1 inv 7, HTR5A ag 0, cardiac RTF act 0, HTR5A inv ctr 1, RTF Ca sens inh 3, V-ATPase pHluor 0, C-LANA FP 2.5, MOR-DOR ag -1.2 and Keap1 Nrf2 FP -7.
`c1ccc2c(c1)nc(N1CCOCC1)c1nnnn12` gave OPRM1-OPRD1 inv -9, HTR5A ag -1, cardiac RTF act 3, HTR5A inv ctr 7, CAL PDZ FP 2, RTF Ca sens inh -14, V-ATPase pHluor -6, C-LANA FP 3.3, MOR-DOR ag 1.6 and Keap1 Nrf2 FP 6.
CC1CN(c2nn3c(=O)c4ccccc4nc3c3ccccc23)CC(C)O1 (configuration not stated) was read as OPRM1-OPRD1 inv 6, HTR5A ag 1, cardiac RTF act 6, HTR5A inv ctr -36, CAL PDZ FP 0, RTF Ca sens inh 0, V-ATPase pHluor -2, C-LANA FP 1.2, MOR-DOR ag -1.1 and Keap1 Nrf2 FP 1.
`CC(=O)c1ccc(N2CCN(C(=O)CCCn3c(=O)[nH]c4ccc(Br)cc4c3=O)CC2)cc1` gave OPRM1-OPRD1 inv 8, HTR5A ag 6, cardiac RTF act 4, HTR5A inv ctr -24, CAL PDZ FP 7, RTF Ca sens inh -10, V-ATPase pHluor 0, C-LANA FP 0.9, MOR-DOR ag -1.6 and Keap1 Nrf2 FP -2.
Screening CCc1nc2nc(C)c(NS(=O)(=O)c3cccs3)c(=O)n2[nH]1 returned OPRM1-OPRD1 inv 9, HTR5A ag 3, cardiac RTF act -1, HTR5A inv ctr -12, CAL PDZ FP -4, RTF Ca sens inh -1, V-ATPase pHluor -3, C-LANA FP 0.3, MOR-DOR ag -1.3 and Keap1 Nrf2 FP -1.
For CCOc1ccccc1CN1C(=O)C2(OCCO2)c2ccccc21 the results were OPRM1-OPRD1 inv 0, HTR5A ag 2, cardiac RTF act -5, HTR5A inv ctr -5, CAL PDZ FP -2, RTF Ca sens inh -1, V-ATPase pHluor 2, C-LANA FP -5.2, MOR-DOR ag 0.0 and Keap1 Nrf2 FP -1.
COc1ccc(NC(=O)CN(C)C(=O)CSCc2ccc(C)cc2)cc1 was read as OPRM1-OPRD1 inv 4, HTR5A ag 1, cardiac RTF act 0, HTR5A inv ctr -2, RTF Ca sens inh 2, V-ATPase pHluor -1, C-LANA FP -1.5, MOR-DOR ag -0.6 and Keap1 Nrf2 FP 3.

Arranged by SMILES length (high to low): some entries from above.
`CC(=O)c1ccc(N2CCN(C(=O)CCCn3c(=O)[nH]c4ccc(Br)cc4c3=O)CC2)cc1` gave OPRM1-OPRD1 inv 8, HTR5A ag 6, cardiac RTF act 4, HTR5A inv ctr -24, CAL PDZ FP 7, RTF Ca sens inh -10, V-ATPase pHluor 0, C-LANA FP 0.9, MOR-DOR ag -1.6 and Keap1 Nrf2 FP -2.
For O=C1C=C(/C=C/C2C=CC=CC2)C[C@@H](c2ccc(Cl)cc2)C1 (some centres not stated) the results were OPRM1-OPRD1 inv 8, HTR5A ag 1, cardiac RTF act -4, HTR5A inv ctr -19, CAL PDZ FP -1, RTF Ca sens inh -17, V-ATPase pHluor -3, C-LANA FP 0.6, MOR-DOR ag -1.4 and Keap1 Nrf2 FP 1.
CC1CN(c2nn3c(=O)c4ccccc4nc3c3ccccc23)CC(C)O1 (configuration not stated) was read as OPRM1-OPRD1 inv 6, HTR5A ag 1, cardiac RTF act 6, HTR5A inv ctr -36, CAL PDZ FP 0, RTF Ca sens inh 0, V-ATPase pHluor -2, C-LANA FP 1.2, MOR-DOR ag -1.1 and Keap1 Nrf2 FP 1.

Additional entries.
Screening CSc1nc(-c2ccccc2)cc(C(F)(F)F)c1C#N returned OPRM1-OPRD1 inv 0, HTR5A ag 3, cardiac RTF act -1, HTR5A inv ctr 14, CAL PDZ FP -1, RTF Ca sens inh 2, V-ATPase pHluor 0, C-LANA FP 2.3, MOR-DOR ag 0.0 and Keap1 Nrf2 FP -5.
Screening COc1ccc(C(=O)NC(=S)NNC(=O)c2ccc(C)cc2)cc1 returned OPRM1-OPRD1 inv 22, HTR5A ag -4, cardiac RTF act 7, HTR5A inv ctr 18, CAL PDZ FP 4, RTF Ca sens inh -3, V-ATPase pHluor 0, C-LANA FP 0.8, MOR-DOR ag -4.4 and Keap1 Nrf2 FP 2.
COc1ccc(N2CCN(C(=O)NC34CC5CC(CC(C5)C3)C4)CC2)cc1 was read as OPRM1-OPRD1 inv 6, HTR5A ag 0, cardiac RTF act -4, HTR5A inv ctr 0, CAL PDZ FP -2, RTF Ca sens inh -4, V-ATPase pHluor -2, C-LANA FP 0.3, MOR-DOR ag -1.0 and Keap1 Nrf2 FP 4.
For COc1ccc(CCNC(=O)COc2ccc3c(C)cc(=O)oc3c2)cc1 the results were OPRM1-OPRD1 inv 12, HTR5A ag 0, cardiac RTF act -5, HTR5A inv ctr 0, CAL PDZ FP -7, RTF Ca sens inh 2, V-ATPase pHluor 1, C-LANA FP -1.2, MOR-DOR ag -2.5 and Keap1 Nrf2 FP 0.
Screening COc1ccccc1NC(=O)CSc1nnnn1C1CCCCC1 returned OPRM1-OPRD1 inv -15, HTR5A ag -1, cardiac RTF act 0, HTR5A inv ctr -6, CAL PDZ FP -1, RTF Ca sens inh -8, V-ATPase pHluor 0, C-LANA FP -0.8, MOR-DOR ag 2.3 and Keap1 Nrf2 FP -5.
For C=C(C)C1CC=C(C)/C(=N/NC(=O)COc2ccc(C)cc2)C1 (configuration not stated) the results were OPRM1-OPRD1 inv -47, HTR5A ag 0, cardiac RTF act 6, HTR5A inv ctr 1, RTF Ca sens inh -3, V-ATPase pHluor 3, C-LANA FP 1.3, MOR-DOR ag 10 and Keap1 Nrf2 FP -2.
CCCc1c(C(=O)Nc2cc(C)on2)cnn1-c1ccccc1 was read as OPRM1-OPRD1 inv 3, HTR5A ag 3, cardiac RTF act -5, HTR5A inv ctr 0, CAL PDZ FP -5, RTF Ca sens inh -1, V-ATPase pHluor 0, C-LANA FP -0.1, MOR-DOR ag -0.5 and Keap1 Nrf2 FP -4.
